hcDAF12 agonist: H. contortus DAF-12 nuclear receptor activators, primary screen, cell-based, luminescence, HEK293, lit1-tk-luc reporter; HEK293 hcDAF-12 lit1-tk-luc reporter; 0% DMSO, 100% Δ7-dafachronic acid; activation, % at 6.8 µM; actives 1.4% (n = 370,000);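 active = activation above the mean of all tested compounds plus 3 SD, cut at about 5.5% in these data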;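 also: 100% = response to 3 µM Δ7-dafachronic acid high control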
ssDAF12 agonist: S. stercoralis DAF-12 nuclear receptor activators, primary screen, cell-based, luminescence, HEK293, GRIP1 co-expression, lit1-tk-luc | HEK293 ssDAF-12/GRIP1 lit1-tk-luc reporter; % of 3 µM dafachronic acid response | Nuclear hormone receptor DAF-12 (Strongyloides stercoralis) | AID 652126, 2013 | activation, % at 6.8 µM | actives 1% (n = 370,000);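 active = activation above the mean over all tested compounds plus 3 SD, cut at about 0.9% in these data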;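 also: 0% = DMSO-only wells and 100% = 3 µM delta7-dafachronic acid wells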
NPR1 activator: GC-A stimulated cGMP production enhancers – HEK293 GC-A cells, cGMP TR-FRET, EC30 ANP, primary screen | Atrial natriuretic peptide receptor 1 (Homo sapiens), P16066 | actives 0.14% (n = 370,000) | 0% at EC30 ANP, 100% saturating ANP | activation, % at 10 µM | AID 1671463, 2021; in the data active = activation above about 40%
sPLA2-III inh: human group III sPLA2 inhibitors, primary screen, biochemical, QFRET, BODIPY PC-A2 liposome substrate. Group 3 secretory phospholipase A2 (Homo sapiens), Q9NZ20. QFRET BODIPY PC-A2 liposome hydrolysis, fluorescence. inhibition, % at 12.2 µM. actives 0.56% (n = 370,000);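 active = inhibition above mean plus 3 SD of compounds lying within the high and low control bounds, cut at about 19% in these data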;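 also: 0% = median of test compound wells and 100% = no enzyme DMSO wells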
Target sequence (Q9NZ20 whole entry, looked up): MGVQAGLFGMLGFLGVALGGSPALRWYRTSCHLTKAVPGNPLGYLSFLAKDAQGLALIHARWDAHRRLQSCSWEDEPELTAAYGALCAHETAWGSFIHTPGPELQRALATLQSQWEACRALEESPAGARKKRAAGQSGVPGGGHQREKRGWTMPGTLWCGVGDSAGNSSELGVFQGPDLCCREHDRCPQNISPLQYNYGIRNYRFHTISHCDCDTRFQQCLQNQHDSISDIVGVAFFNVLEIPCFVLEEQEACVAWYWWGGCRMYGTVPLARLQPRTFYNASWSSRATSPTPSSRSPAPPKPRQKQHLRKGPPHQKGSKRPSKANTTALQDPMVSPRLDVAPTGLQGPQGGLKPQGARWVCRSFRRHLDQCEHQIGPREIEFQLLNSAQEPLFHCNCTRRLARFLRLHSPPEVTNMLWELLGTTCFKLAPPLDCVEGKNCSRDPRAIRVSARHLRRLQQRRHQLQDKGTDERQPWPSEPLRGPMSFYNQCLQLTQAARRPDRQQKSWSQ
DAX1 inh-1: DAX1 (NR0B1) inhibitors, primary screen, cell-based, HEK293, Gal4-DAX1, luciferase luminescence; actives 0.99% (n = 340,000); HEK293 Gal4-DAX1 luciferase reporter; AID 504766, 2011; inhibition, % at 6.75 µM;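 active = inhibition above the mean over all tested compounds plus 3 SD, cut at about 4.2% in these data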;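 also: 0% = DAX1-transfected cells with DMSO and 100% = empty-vector control cells with DMSO; inhibition shows as a rise in luminescence from relieved DAX1 repression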
Target sequence (P51843 207-470 limits assumed): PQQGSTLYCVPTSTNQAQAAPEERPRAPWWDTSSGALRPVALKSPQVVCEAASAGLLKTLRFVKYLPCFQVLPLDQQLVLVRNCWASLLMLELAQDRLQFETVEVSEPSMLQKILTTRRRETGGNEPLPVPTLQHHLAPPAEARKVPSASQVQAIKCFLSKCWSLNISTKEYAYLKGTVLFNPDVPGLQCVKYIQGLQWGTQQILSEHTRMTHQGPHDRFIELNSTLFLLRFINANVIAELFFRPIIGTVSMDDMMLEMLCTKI
SMARCA2 act: SMARCA2 (BRM) function activators, primary screen, cell-based, luminescence, high throughput; MG213 cells, MMTV-luciferase reporter, dexamethasone, overnight; activation, % at 9.1 µM; actives 1% (n = 370,000); AID 652017, 2013; in the data active = activation above about 7.8%;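 also: 0% = vehicle wells and 100% = reference activator wells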
GAA850 FXN act: FXN promoter activators, primary screen, cell-based, luciferase luminescence, HEK293 lucGAA850; HEK293 lucGAA850 FXN promoter luciferase reporter, 24 h; percent of 10 µM SAHA response; activation, % at 6 µM; actives 0.56% (n = 360,000);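 active = activation above the average of all compounds screened plus 3 SD, cutoff fixed separately per campaign, cut at about 7.5% in these data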;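 also: 0% = DMSO wells and 100% = 10 µM SAHA wells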
DAX1 inh-2: DAX1 (NR0B1) inhibitors on StAR promoter, primary screen, cell-based, luminescence, SF-1 (NR5A1), full-length DAX-1; AID 652010, 2013; actives 1.1% (n = 370,000); inhibition, % at 6.8 µM; HEK293T StAR-luciferase reporter, SF-1/DAX-1 repression relief;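 active = inhibition above the mean over all tested compounds plus 3 SD, cut at about 3.6% in these data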;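 also: 0% = DAX-1 cells with DMSO and 100% = cells lacking DAX-1 with DMSO; higher inhibition means more luminescence from relief of DAX-1 repression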
hgDAF12 agonist: H. glycines DAF-12 receptor agonists, primary screen, cell-based, luminescence, HEK293, GAL4 fusion, UAS-luciferase; Nuclear hormone receptor DAF-12 (Heterodera glycines), GAL4 fusion; HEK293 GAL4-hgDAF12 UAS-luciferase reporter, agonist luminescence; normalized to butyrate control; activation, % at 6.8 µM; actives 1.8% (n = 370,000); AID 687014, 2013;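 active = activation above a cutoff set at the mean of all screened compounds plus 3 SD, cut at about 10% in these data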;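 also: 0% = DMSO wells and 100% = sodium butyrate wells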
GC-B act: human GC-B receptor activators, primary screen, HEK293 GC-B cells, cGMP TR-FRET, EC30 CNP; 0% at EC30 CNP, 100% saturating CNP; activation, % at 10 µM; actives 0.11% (n = 370,000); AID 1920062, 2024;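 active = activation at 10 µM reaching about 35% in either raw or pattern-adjusted values, limit read from the data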
ADAM10 inh: human ADAM10 inhibitors, primary screen, biochemical, QFRET, HTS; Disintegrin and metalloproteinase domain-containing protein 10 (Homo sapiens), O14672; recombinant ADAM10, EDANS/DABCYL FRET peptide cleavage, 3 h; inhibition, % at 7 µM; actives 0.62% (n = 370,000); AID 720582, 2013;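 active = inhibition above a per-campaign cutoff equal to the mean of compounds falling between control-based bounds plus 3 SD, cut at about 20% in these data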;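 also: 0% = DMSO wells while the 100% control is not disclosed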
Starred values were filed as active, the others as inactive; · = not tested or not shown; & = joins results of further samples; ! = a repeat was not active.

SMILES	hcDAF12 agonist	ssDAF12 agonist	NPR1 activator	sPLA2-III inh	DAX1 inh-1	SMARCA2 act	GAA850 FXN act	DAX1 inh-2	hgDAF12 agonist	GC-B act	ADAM10 inh
Cc1ccc(S(=O)(=O)N2CCOC2CNC(=O)C(=O)NCCCN2CCOCC2)cc1 (centres undefined)	-0.9	-1.4	0	-2	0.8	0	0.8	0.5	0.1	-5	4
COc1ccc(OC)c(CNC(=O)CCc2nc(-c3cccs3)no2)c1	-1.3	-1.6	0	-1	-0.6	-4	-0.3	-0.4	-2.2	5	8
COc1ccc(C(=O)N2CCN(CC(=O)N3CCOCC3)CC2)cc1	-0.5	-1.4	3	9	0.5	-5	-0.5	-1.3	-4.0	4	-2
O=C(NC1CC1)C1CCN(C2CCN(C(=O)c3c(F)cccc3Cl)CC2)CC1	-1.1	-1.4	4	-4	0.7	-2	-0.1	-1.0	-0.5	0	-18
CCOc1cccc(=O)c2c(C)n(CC(=O)c3ccccc3)c(C)c12	-1.6	-2.2	1	-9	-0.5	2	1.4	-1.0	-1.8	0	0
Cn1nccc1/C=N\NC(=O)c1ccc(Cl)cc1	-0.8	-0.9	-7	-1	-0.7	-1	0.8	1.2	1.4	-5	-2
COC1=C[C@H](C(=O)NCc2ccccc2)[C@H](C)[C@@H](c2ccccc2)CC1=O	0.5	-1.1	-2	-6	·	0	·	0.7	-0.7	-7	0
O=C(NCc1ccco1)c1cccc(S(=O)(=O)N2CCCCC2)c1	-0.8	-1.3	3	-4	0.2	1	-0.3	-0.4	1.8	3	0
O=c1c2cc(Cl)ccc2[nH]c(=S)n1Cc1ccco1	-0.1	-1.5	-4	10	0.3	-1	-0.7	-0.4	-2.0	4	-1
Cc1sc2ncn(CC(=O)NCC(=O)N(C)C3CCCCC3)c(=O)c2c1C	-1.6	-1.3	0	10	-1.0	3	-1.4	-0.9	0.1	-2	12
O=C(NCCCN1CCCCC1)c1ccc2c(c1)NC(=O)C(N1CCOCC1)S2 (centres undefined)	-0.3	-2.0	1	6	1.7	-2	0.4	0.9	-1.3	2	3
COc1ccccc1N(CC(=O)NC1CCCC1)C(=O)c1oc(C(C)(C)C)cc1C	-1.6	-1.6	-25	-2	-1.4	-1	-2.5	-1.4	-1.8	-14	-6
NS(=O)(=O)c1ccc(CCNS(=O)(=O)c2ccc(Cl)s2)cc1	-1.4	-1.5	0	6	-0.2	-2	0.7	0.7	-3.0	2	-21
O=c1ccn(Cc2ccccc2)c2ccccc12	-1.9	-1.6	5	1	-0.2	1	1.9	-0.4	-2.4	7	-4
CC[C@H]1/C(=C/c2ccccc2)N2C(=O)C[C@H](c3ccccc3)N=C2N1C	2.3	-1.7	-6	-4	·	·	·	·	-2.2	-14	-3
N/C(Cc1ccc([N+](=O)[O-])cc1)=N\OC(=O)c1ccc(Br)cc1	-2.0	0.7	8	8	0.3	-1	-0.5	-0.5	0.6	8	-8
Cc1ccc(C(=O)Nc2ccccc2Sc2ccccc2)cc1	3.2	-0.3	-1	2	0.5	1	2.0	0.1	1.2	4	-5
Cc1nc2c(Br)c(C)nn2c2c1CCC2	-0.7	-1.4	5	3	-0.6	0	3.2	0.3	-1.9	3	-9
CC(C)c1ccc(NC2CCCN(C(=O)CCc3cn[nH]c3)C2)cc1 (centres undefined)	0.1	-1.3	1	-3	0.0	3	-0.7	-1.3	-2.3	-1	-9
O=C(CN1CCN(c2ccccc2F)CC1)c1c[nH]c2ccccc12	1.5	-0.1	-2	-6	-0.1	-3	0.5	-0.4	-0.8	-4	2

Overlap with the part before: five compounds; new compounds follow.
SMILES	hcDAF12 agonist	ssDAF12 agonist	NPR1 activator	sPLA2-III inh	DAX1 inh-1	SMARCA2 act	GAA850 FXN act	DAX1 inh-2	hgDAF12 agonist	GC-B act	ADAM10 inh
N/C(Cc1ccc([N+](=O)[O-])cc1)=N\OC(=O)c1ccc(Br)cc1	-2.0	0.7	8	8	0.3	-1	-0.5	-0.5	0.6	8	-8
Cc1ccc(C(=O)Nc2ccccc2Sc2ccccc2)cc1	3.2	-0.3	-1	2	0.5	1	2.0	0.1	1.2	4	-5
Cc1nc2c(Br)c(C)nn2c2c1CCC2	-0.7	-1.4	5	3	-0.6	0	3.2	0.3	-1.9	3	-9
CC(C)c1ccc(NC2CCCN(C(=O)CCc3cn[nH]c3)C2)cc1 (centres undefined)	0.1	-1.3	1	-3	0.0	3	-0.7	-1.3	-2.3	-1	-9
O=C(CN1CCN(c2ccccc2F)CC1)c1c[nH]c2ccccc12	1.5	-0.1	-2	-6	-0.1	-3	0.5	-0.4	-0.8	-4	2
COc1cccc(NC(=O)CN(C)CC(=O)Nc2ccc(Cl)cc2[N+](=O)[O-])c1	-0.2	-2.2	-2	-12	-0.1	3	-1.9	-0.7	1.1	-7	6
Nc1nnc(SCc2nnc(-c3ccccc3)o2)s1	2.1	-1.0	2	3	0.9	1	2.7	3.3	1.2	1	5
COc1cnn(-c2ccc(F)cc2)c(=O)c1Br	4.1	-0.1	2	2	1.0	3	2.3	0.3	8.0	2	10
Cn1cc(C(=O)O)c(-c2ccc3c(c2)OCCCO3)n1	-0.9	-0.5	0	6	2.5	-4	0.5	-0.2	-1.3	3	-1
CN(C)S(=O)(=O)c1cccc(NC(=O)COC(=O)c2cc3ccccc3oc2=O)c1	4.0	0.5	3	2	5.3*	4	6.1	3.0	13*	-4	-53
COc1cccc(CN(C)C(=O)C2CCCN(C(=O)c3ccc(Cl)cc3)C2)c1 (centres undefined)	0.3	-1.1	-3	-3	0.8	-2	0.1	-0.6	-2.0	-1	-5
CCCCCCCN1CCC(=O)N(CCO)CC1	-1.4	-0.9	2	-1	1.0	1	-1.8	-0.1	-1.3	3	-4
CS(=O)(=O)c1ccccc1C(=O)Nc1nc2ccccc2[nH]1	-0.9	-1.1	2	2	1.9	0	2.0	0.3	2.1	-1	5
CCOc1ccc(/C(O)=C2\C(=O)C(=O)N(c3cc(C)on3)C2c2ccccc2OC)cc1 (centres undefined)	-0.7	-1.1	-2	-12	0.2	-4	-2.6	-0.7	-3.3	-2	2
COc1ccccc1C(=O)COC(=O)c1ccccc1O	5.2	0.9	0	-9	-0.1	4	3.4	0.2	5.4	-1	2
COC(=O)C1(C)CCCC2(C)c3cc(OC)ccc3C(=O)C(Br)C12 (centres undefined)	-0.9	-1.4	-9	10	0.1	-4	1.2	-1.4	-2.8	-3	-30
C[C@@H]1CN([C@H](C)CO)C(=O)CCCn2nncc2CO[C@H]1CN(C)S(=O)(=O)c1ccc(-n2cccn2)cc1	-1.0	-0.2	2	1	1.5	2	-2.5	-0.2	-1.5	0	-8
CC(C)n1nnnc1C(c1ccc(F)cc1)N1CCN(C2CCCC2)CC1 (centres undefined)	-0.3	-0.8	2	-2	0.0	0	0.1	0.3	4.1	-3	11
Cc1ccc2[nH]c(C(=O)N/N=C/c3ccc([N+](=O)[O-])cc3)c(C)c2c1	-3.6	-0.5	0	-15	0.7	-3	-3.0	0.1	-0.6	-2	-1
COc1ccc(NC(=S)N(CCCN2CCOCC2)C(C)c2cc3ccccc3o2)cc1 (centres undefined)	-2.2	-1.4	1	-2	2.3	-2	0.1	0.6	2.1	0	-2
O=C(CSc1nnc(COc2ccccc2)o1)N1CCN(c2ccccc2)CC1	-1.2	-1.6	0	-7	-1.1	3	-3.7	-0.2	0.1	3	3
COCCN(CCOC)c1cc(C)c(C#N)c2nc3ccccc3n12	0.2	-0.7	0	9	0.9	-1	-0.2	-0.4	-0.4	2	-453
COc1cc(-c2cc(=O)c3c(O)c(OC)c(OC)cc3o2)cc(OC)c1O	-3.0	-1.4	4	0	0.9	2	0.4	-2.7	0.2	-2	-4
CCOc1ccc(CSC(CC(=O)O)C(=O)O)cc1 (centres undefined)	-1.3	-0.5	0	5	0.5	0	5.5	0.0	3.2	4	-7
OC(COc1ccc2ccccc2c1)CN1CCOCC1 (centres undefined)	7.5*!	1.0*!	-1&3	8&-5	1.9&1.4	1&3	3.5&1.7	1.5&0.7	6.2&2.6	-1&3	-15&4
COc1ccc(CNC(=O)CNS(=O)(=O)c2cccc(C#N)c2)cc1OC	-2.5	-1.1	6	0	-1.8	-1	0.6	-0.4	-0.2	7	5
Cc1cc(Oc2cc(NN3CCCCC3)c([N+](=O)[O-])cc2[N+](=O)[O-])c(C(=O)c2ccccc2)cc1Cl	-2.2	-0.9	7	6	1.3	-2	1.0	-0.3	2.4	13	-12
CC(=O)c1ccc(S(=O)(=O)N(C)CCCC(=O)NCc2ccc3c(c2)OCO3)cc1	-0.5	-0.6	0	1	0.2	1	-3.0	-2.1	-1.1	-2	-5
C[C@H]1CN([C@@H](C)CO)C(=O)c2cc(NC(=O)NC3CCCCC3)ccc2O[C@H]1CN(C)C(=O)Nc1ccc(C(F)(F)F)cc1	-0.5	-1.5	3	-38	1.1	1	-3.9	0.3	0.1	-1	0
CCc1ccc(NC(=O)C2(c3ccccc3)CC2(Cl)Cl)cc1 (centres undefined)	-0.3	-1.3	-1	-11	-0.8	-4	5.2	-0.6	-0.8	-1	18
Cn1nccc1C(=O)N1CCN(S(=O)(=O)c2ccc(Br)s2)CC1	-1.1	-1.2	-1	11	0.4	-3	0.4	1.0	0.9	3	-7
CCCCNC(=O)c1nc(C2CCN(S(=O)(=O)c3ccc(C(F)(F)F)cc3)CC2)oc1-c1ccccc1	-0.6	-0.6	-2	-2	·	5	·	-0.5	-0.1	0	-6
CCCn1cnc2c(SCc3ccccc3F)nc(N)nc21	0.4	-1.1	12	8	2.1	0	2.1	1.9	8.6	13	1
CCOc1[nH]n(-c2ccc(Cl)cc2)c(=O)c1C=Nc1ccc(OC)cc1	-2.1	-0.5	-3	4	0.5	5	-2.4	-0.5	3.3	-11	7
CCCN(CCC)S(=O)(=O)c1ccc(C(=O)Nc2ccc(S(=O)(=O)Nc3nnc(CC)s3)cc2)cc1	-0.5	-0.7	-6	-86	-0.9	-2	0.5	0.2	-2.6	-7	8

Rows are unselected; about 6.6% have a hit in one of these screens.
